Bioassay records: PubChem BioAssay, several laboratories
CHT allo act: human CHT allosteric activation. Q9GZV3. CHT-expressing cells, membrane potential dye, choline EC20; active compounds read high; LV-AA mutant CHT in HEK293 cells. B-score at 10 µM. actives 0.49% (n = 310,000). AID 488977;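 active = initial fluorescence not abnormally high and integrated response B-score, plate-corrected, over 3 SD above library mean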
Target sequence (Q9GZV3 whole entry, looked up): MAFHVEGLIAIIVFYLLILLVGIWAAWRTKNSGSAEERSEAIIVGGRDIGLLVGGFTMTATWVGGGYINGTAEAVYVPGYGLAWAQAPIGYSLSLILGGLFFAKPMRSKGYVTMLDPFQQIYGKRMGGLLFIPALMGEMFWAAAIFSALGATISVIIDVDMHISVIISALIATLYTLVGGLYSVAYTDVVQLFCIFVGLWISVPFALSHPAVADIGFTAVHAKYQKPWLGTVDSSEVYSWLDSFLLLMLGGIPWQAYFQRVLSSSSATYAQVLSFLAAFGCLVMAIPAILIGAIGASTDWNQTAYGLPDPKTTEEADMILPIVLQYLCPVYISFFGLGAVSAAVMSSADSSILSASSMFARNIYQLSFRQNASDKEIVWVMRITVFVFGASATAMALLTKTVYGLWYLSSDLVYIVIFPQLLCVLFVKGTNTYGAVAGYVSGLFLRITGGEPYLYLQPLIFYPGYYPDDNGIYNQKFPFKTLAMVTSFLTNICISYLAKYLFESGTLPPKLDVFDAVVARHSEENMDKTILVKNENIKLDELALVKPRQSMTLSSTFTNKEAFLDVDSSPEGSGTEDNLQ
OX1R antag: antagonists of human orexin 1 receptor; O43613; CHO/OX1R cells, Fluo-8 calcium fluorescence, orexin A; inhibition, % at 5 µM; actives 0.43% (n = 330,000);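 active = inhibition above its plate's threshold, mean inhibition of all tested compounds on the plate plus 3 SD, cut at about 37% in these data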;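 note: 0% = orexin A challenge wells and 100% = SB-334867-A antagonist wells; not every result past the cut was called active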
Target sequence (O43613 whole entry, looked up): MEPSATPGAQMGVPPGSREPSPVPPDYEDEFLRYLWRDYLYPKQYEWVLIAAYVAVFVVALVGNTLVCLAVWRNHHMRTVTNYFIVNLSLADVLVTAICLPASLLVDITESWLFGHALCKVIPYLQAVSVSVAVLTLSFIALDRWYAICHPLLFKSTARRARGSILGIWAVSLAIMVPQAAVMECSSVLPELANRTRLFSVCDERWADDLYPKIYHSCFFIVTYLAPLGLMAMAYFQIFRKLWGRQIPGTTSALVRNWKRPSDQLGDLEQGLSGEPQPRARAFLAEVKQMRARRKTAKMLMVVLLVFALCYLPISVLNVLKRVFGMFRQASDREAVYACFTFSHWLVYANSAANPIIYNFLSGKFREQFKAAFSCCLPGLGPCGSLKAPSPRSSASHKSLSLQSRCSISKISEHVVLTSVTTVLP
An asterisk follows results filed as active; i = inactive; . = not tested or not shown.

SMILES	CHT allo act	OX1R antag
CC1Sc2ccc(S(=O)(=O)CCC(=O)Nc3cc(F)ccc3F)cc2NC1=O (stereo not drawn)	i	-26.6
O=C1N(c2ccccc2)C(c2ccccc2)N2CCCN12 (stereo not drawn)	i	-19.7
CN1N=C(C(=O)N2CCN(c3ccc([N+](=O)[O-])cc3)CC2)CCC1=O	i	1.7
O=C1/C(=C\c2c(NCCOCCO)nc3ccccn3c2=O)SC(=S)N1Cc1ccco1	i	36.9
COc1ccccc1N1CCN(C(=O)Cn2cnc3c2c(=O)n(C)c(=O)n3C)CC1	i	-11.8
Cc1ccc(NC(=O)CSc2nnc(C)c(=O)n2N)c(C)c1	i	-11.8
CCOC(=O)C1CCN(S(=O)(=O)c2cn(C)c(=O)n(C)c2=O)CC1	i	-23.2
Cc1cc(C)c(O)c(-c2cc(C(=O)Nc3c(C)n(C)n(-c4ccccc4)c3=O)[nH]n2)c1	i	-19.6
O=C(COC(=O)c1cnccn1)NCCc1ccc(Cl)cc1Cl	i	-6.5
O=C(NCCOc1ccc(Cl)cc1)c1cccc(S(=O)(=O)N2CCCC2)c1	.	-30.2
O=C(O)C(Cc1c[nH]c2ccccc12)N1C(=O)c2ccccc2C1=O (stereo not drawn)	i	-11.4
CS(=O)(=O)c1ccc(C(=O)Nc2ccccc2Cl)cc1	i	4.6
CC(=O)c1ccc2c3c(ccc(O)c13)CC2	i	13.2
COc1ccc(C2=C(C=Nc3c(C)n(C)n(-c4ccccc4)c3=O)C(c3ccccc3C)c3ccccc3O2)cc1OC (stereo not drawn)	i	-28.4
CNC(C)C(=O)NC(C(=O)N1CCCC1C(=O)NNc1ccccc1)C(C)C (stereo not drawn)	.	-6.6
COC/C=C/C1=CC2=CC(=O)C(C)(OC(=O)C3CCCC3)C(=O)C2=CO1 (stereo not drawn)	i	-15.8
O=C(CCCc1ccccc1)NCc1cccnc1	i	-22.8
Cc1ccc(C(=O)C(OC(=O)CN2C(=O)c3ccccc3C2=O)c2ccccc2)cc1 (stereo not drawn)	i	-6.4
COc1ccc(NC(=O)CN2C(=O)CSC2=O)cc1	i	-2.3
COc1ccc(NC(=O)CCN2CCN(c3ccc(F)cc3)CC2)cc1	i	-22.8
Cc1cccc(Oc2cc(NC(=O)Cn3cnc([N+](=O)[O-])n3)cc([N+](=O)[O-])c2)c1	i	13.1
Cc1cccc(NC(=O)c2cc(=O)[nH]c3ccccc23)c1	i	-0.5
COc1ccc(/C=N\NC(=O)c2ccccc2OC)cc1COc1c(F)c(F)c(F)c(F)c1F	i	-37.6
COc1ccc(C(=O)NCCn2cc(SCC(N)=O)c3ccccc32)cc1	i	-5.3
Cc1ccc(S(=O)(=O)N2CCc3ccccc3C2)cc1C	i	.
O=C(Nc1ccc(Cl)cc1)Nc1cc([N+](=O)[O-])ccc1F	i	13.9
Cc1ccc(C)n1-c1nccc(-c2ccco2)n1	i	-3.3
CSC(=NC#N)N1CCN(c2c(C)cccc2C)CC1	i	-15.2
CCC(C)(C(=O)NC1CCCCC1)N(C)C(=O)c1ccccn1 (stereo not drawn)	i	-11.2
CC(=O)NS(=O)(=O)c1ccc(NC(=O)c2cc(-c3cccs3)nc3ccccc23)cc1	i	9.6
Clc1cccc(Cl)c1CO/N=C/c1c(-c2ccccc2)nc2n1CCS2	i	-59.6
CC(C)(C)SCCNS(=O)(=O)c1ccc(C#N)cc1	i	5.6
Cn1c(=O)[nH]c(=O)c2c1nc(CN1CCOCC1)n2CCCc1ccccc1	i	-33.5
O=C(O)c1nn(-c2ccccc2C(F)(F)F)cc1O	i	-15.9
CC1(C)Oc2ccc(C(=O)N3CCCCC3)cc2N(CC(=O)NCc2ccccc2)C1=O	i	-18.9
O=C(COC(=O)C1CCN(c2ccc(C(F)(F)F)cn2)CC1)Nc1cc(F)ccc1F	i	-28.8
Cc1cc(C[n+]2cc(Cl)ccc2N)c2ncccc2c1	15.8*	-5.4
CC(=O)Nc1ccc(NC(=O)COc2ccc(-c3ccccc3)cc2)cc1	i	.
COc1ccc2[nH]c3c(c2c1)CCN1C(=O)C(CC(=O)NCCCn2ccnc2)C[C@H](C(=O)N2CCOCC2)[C@@]31C (stereo partly drawn)	.	-8.7
COc1ccc(C/C(C)=N/Nc2nc(C)cc(=O)[nH]2)cc1	i	-16.8
CCN(CC)S(=O)(=O)c1ccc(NC(=O)c2cc(C(=O)OC)cc([N+](=O)[O-])c2)cc1	i	-13.8
COc1cccc(NC(=O)Cn2c(=O)n(-c3ccccc3)c(=O)c3oc4ccccc4c32)c1	i	-8.8
c1ccc(-c2nnn(C34CC5CC(CC(C5)C3)C4)n2)cc1	i	-16.9
CC(C)Sc1nc(SCC(=O)O)c2c3c(sc2n1)COC(C)(C)C3	i	-8.3
CCN(CC)c1ccc(C=Nc2cccc(S(=O)(=O)N3CCOCC3)c2)c(O)c1	.	-11.2
CN1C(C(=O)NCc2ccco2)=CC(c2ccc(F)cc2)=NS1(=O)=O	i	-7.8
CN(C(=O)COC(=O)/C=C/c1cn(-c2ccccc2)nc1-c1ccc2c(c1)OCCO2)C1CCS(=O)(=O)C1 (stereo not drawn)	i	-19.0
CCCOc1ccc(-c2nc(=S)[nH][nH]2)cc1	i	-3.4
Cc1cc(C)n2nc(SCC(=O)N3CCN(c4ccccc4)CC3)nc2n1	.	-15.3
N#C/C(=C\c1ccccc1)c1nc2ncccc2[nH]1	i	-11.1
COC(=O)c1cc(C(=O)OCC(=O)N2CCCCC2)cc([N+](=O)[O-])c1	.	2.3
Nc1ccc2nc3c(=O)n(C4CCCCC4)c(=O)[nH]c3nc2c1	i	46.1*
C=CC(n1cncn1)C(O)(c1ccccc1)c1ccccc1 (stereo not drawn)	i	-7.0
O=C1CSC(c2cn(-c3ccccc3)nc2-c2cc3ccccc3oc2=O)N1Cc1ccccc1 (stereo not drawn)	i	-17.2
O=C(c1ccco1)N1CCN(S(=O)(=O)c2ccc(Br)cc2)CC1	i	-15.8
CCN(CC)C(=O)c1oc2ccc(S(=O)(=O)N3CC(C)CC(C)C3)cc2c1C (stereo not drawn)	i	33.3
CCOc1ccc2nc(NC(=O)c3cc([N+](=O)[O-])ccc3N3CCOCC3)sc2c1	i	-20.6
O=C(Nc1ccc(Cl)cc1)C1CCCN(C2=NS(=O)(=O)c3ccccc32)C1 (stereo not drawn)	.	-16.8
COc1ccc(-c2csc(NC(=S)NC(=O)c3ccco3)n2)cc1Br	i	0.4
CCCOc1ccc(C(=O)Nc2ccc3c(c2)OCCO3)cc1	i	-3.6

A draw from above in order of heavy-atom count, ascending.
SMILES	CHT allo act	OX1R antag
CC(C)(C)SCCNS(=O)(=O)c1ccc(C#N)cc1	i	5.6
CS(=O)(=O)c1ccc(C(=O)Nc2ccccc2Cl)cc1	i	4.6
CN1C(C(=O)NCc2ccco2)=CC(c2ccc(F)cc2)=NS1(=O)=O	i	-7.8
O=C(NCCOc1ccc(Cl)cc1)c1cccc(S(=O)(=O)N2CCCC2)c1	.	-30.2
CCOc1ccc2nc(NC(=O)c3cc([N+](=O)[O-])ccc3N3CCOCC3)sc2c1	i	-20.6

Going on with the list.
SMILES	CHT allo act	OX1R antag
COC(=O)C1CCCCN1C(=O)c1cc(COc2cccc3cnccc23)on1 (stereo not drawn)	i	27.4
N=c1c(C(=O)NC2CCCCC2)cc2c(=O)n3ccccc3nc2n1Cc1ccccc1	i	-25.6
COCc1cc(C)nc2sc(C(=O)Nc3ccccc3Br)c(N)c12	i	-27.5
COc1cc(C(=O)Nc2ccccc2N2CCOCC2)ccc1OCC(=O)N1CCOCC1	i	-26.9
Cn1c(=O)c2c(nc(CN3CCN(C(=O)c4ccco4)CC3)n2CCCO)n(C)c1=O	i	7.2
Clc1cccc(OCc2nnc(-c3ccccc3Br)o2)c1	i	-24.7
COc1ccc2[nH]c(=O)c(CN(C(=O)c3ccccn3)c3ccccc3)cc2c1	i	-17.0
COc1ccc(-n2cnnc2SCC(=O)Nc2cccc(S(N)(=O)=O)c2)cc1	i	-9.1
CC(=O)Nc1ccc(N(C(=O)c2cnccn2)C(C(=O)NC2CCCCC2)c2ccc(O)cc2)cc1 (stereo not drawn)	i	-9.0
CC(NC(=O)c1ccc(Cl)c(Cl)c1)c1ccc(-c2ccccc2)cc1 (stereo not drawn)	i	-14.5
COCc1cc(C)n(CC(=O)NCC2CCCO2)c(=O)c1C#N (stereo not drawn)	i	-0.5
O=C(CNC(=O)c1ccc(Br)cc1)c1ccccc1	i	-7.9
CCNC(=O)N(C(=O)NCC)n1c(C)nnc1C	i	-9.5
CCOc1ccc(NC(C)c2cc(Cl)ccc2O)cc1 (stereo not drawn)	i	-12.9
COc1cc2cc(CN(Cc3cccs3)C(=S)Nc3cccc(C)c3)c(=O)[nH]c2cc1OC	i	-11.8
C/C(=N\NC(=O)Cc1ccccc1)c1cccnc1	i	-13.8
CC1=CC=CC2=NC(=O)CC(C)(C(=O)N(CC(=O)NC(C)C)C3CCCC3)N12 (stereo not drawn)	i	-2.8
CN(C)C(=O)CN1CCN(Cc2nc(CC3CC3)no2)CC1	i	-6.6
COc1ccc(CNC(=O)CC2C[C@H](C(=O)N3CCOCC3)[C@@]3(CCC4CCCC4)c4[nH]c5ccccc5c4CCN3C2=O)cc1OC (stereo partly drawn)	.	-8.4
Cc1c(Cl)c([N+](=O)[O-])nn1CCCC(=O)Nc1cc(Cl)ccc1Cl	i	-8.1

Seven entries from above, sorted by the number in OX1R antag, highest first.
SMILES	OX1R antag
CCN(CC)C(=O)c1oc2ccc(S(=O)(=O)N3CC(C)CC(C)C3)cc2c1C (stereo not drawn)	33.3
Cc1cccc(Oc2cc(NC(=O)Cn3cnc([N+](=O)[O-])n3)cc([N+](=O)[O-])c2)c1	13.1
COCc1cc(C)n(CC(=O)NCC2CCCO2)c(=O)c1C#N (stereo not drawn)	-0.5
CCCOc1ccc(C(=O)Nc2ccc3c(c2)OCCO3)cc1	-3.6
O=C(CNC(=O)c1ccc(Br)cc1)c1ccccc1	-7.9
COc1ccc(-n2cnnc2SCC(=O)Nc2cccc(S(N)(=O)=O)c2)cc1	-9.1
O=C1N(c2ccccc2)C(c2ccccc2)N2CCCN12 (stereo not drawn)	-19.7

Further results follow:
SMILES	CHT allo act	OX1R antag
Cn1c(=O)n(C)c2cc(/C=N/NC(N)=S)ccc21	i	-6.5
COc1ccc(CNC(=O)Cn2cncn2)cc1OC	i	-4.8
C/C(=N/NC(=O)Cn1nc2ccccc2n1)c1ccc(F)cc1	i	-14.4
COc1ccc(C(CNC(=O)c2cc(C)on2)N(C)C)cc1 (stereo not drawn)	i	-0.1
Cc1cc(N2CCOCC2)nc(-c2ccc([N+](=O)[O-])cc2)n1	i	-4.7
NC(=O)CN1C(=O)C(=O)N(Cc2cccc(Cl)c2)C1=O	i	-6.6
CCN1C(=Nc2ccc(Cl)cc2)SC/C1=C\C(=O)OC	i	-8.6
COc1ccc(N2CCN(C(CNC(=O)COc3ccccc3)c3ccco3)CC2)cc1 (stereo not drawn)	7.14*	-24.8
NC(=O)C1CCN(C(=O)c2cc3n(n2)C(C(F)(F)F)CC(c2ccco2)N3)CC1 (stereo not drawn)	i	-7.7
O=C(NCCN1CCOCC1)/C(=C\c1ccccc1F)NC(=O)c1ccccc1	i	-16.4
CC(=O)c1ccc(N2CCN(C(=O)CCCn3c(=S)[nH]c4cc5c(cc4c3=O)OCO5)CC2)cc1	i	-18.9
CC(C)(C)C(=O)NC1CC2CCCC(C1)N2C(=O)Nc1ccccc1Cl (stereo not drawn)	i	.
COc1ccc(Br)cc1-c1noc(-c2ccccc2)n1	i	-8.5
COc1ccc(NC(=O)CC(=O)Nc2ccc(OC)cc2OC)c(OC)c1	i	-20.9
Cc1c(C(=O)N2CCCC2)c(S(=O)(=O)Nc2cccc(Br)c2)c(C)n1C	i	-44.3
Cc1cccc2sc(N(CCCN(C)C)C(=O)c3nc4ccccc4s3)nc12	i	-7.1
O=c1sc(N2CCN(c3ccccc3F)CC2)nc2ccsc12	i	-13.5
Cc1cccc(N(CC(=O)N2CCCC2)S(C)(=O)=O)c1	i	-1.8
CCN(C(=O)COC(=O)c1ccc2[nH]c3c(c2c1)CCCC3)C1CCS(=O)(=O)C1 (stereo not drawn)	i	-14.2
COc1cc(C(=O)N2CCc3ccccc32)ccc1OCc1c(C)noc1C	i	-31.4
COCCOc1ccc(C(F)(F)F)cc1NC(=O)COC(=O)c1ccc(N2CCCC2=O)cc1	.	-6.4
CCOC(=O)C1=C(Cn2cnc3ccccc32)NC(=O)NC1c1ccc(OC)cc1 (stereo not drawn)	i	-25.4
CCC(C)NC(=O)CSc1nc2ccccc2c(=O)n1CCCN1CCCCC1 (stereo not drawn)	i	-25.8
O=C(O)c1cccc(NS(=O)(=O)c2ccc3c4c(cccc24)C(=O)N3)c1	i	-5.8
COc1ccc(C2=Nn3c([n+](C)c4ccccc43)SC2)cc1	10.9*	-33.0
CCOC(=O)c1ccccc1NC(=O)c1ccc2nc[nH]c2c1	i	-42.1
Cc1ccc(C)c(NC(=S)NCCc2ccc(F)cc2)c1	i	-12.8
COc1cccc(C(=O)NC(=S)Nc2ccc3c4c(cccc24)CC3)c1	i	-22.6
O=C1[C@@H]2C(c3cccnc3)=NO[C@@H]2C(=O)N1c1ccc(Cl)cc1Cl	i	-11.5
Cc1cc(-c2ccccc2)nc(Cl)c1C#N	i	-24.9
CC1Cc2cc(S(=O)(=O)NCc3ccccc3)ccc2N1C(=O)C1CCC1 (stereo not drawn)	i	-6.9
c1ccc(-c2ccccc2OCCCCn2ccnc2)cc1	i	-14.2
COc1ccc2nc(SCC(=O)NCC(F)(F)F)[nH]c2c1	i	-16.9
C=CCc1cc(Cl)ccc1OCCNCCCOC	i	-22.6
CC(C)(C)OC(=O)NCCCCCNC(=O)c1nc[nH]c1C(=O)NCc1ccc(CNC(=O)OC(C)(C)C)cc1	.	57.7*
CCOc1ccc(S(=O)(=O)Nc2ccccn2)c2ccccc12	i	-11.5
COC(=O)Nc1ccc(S(=O)(=O)NNC(=O)c2c(O)c3ccccc3[nH]c2=O)cc1	i	-16.6
COc1ccc(Cn2c(C)nnc2-c2cnn(C)c2N)cc1OC	i	-10.9
CCOC(=O)/C(=N\Nc1ccc(C(C)=O)cc1)c1csc(Nc2ccccc2)n1	i	-24.9
COC(=O)Nc1ccc(S(=O)(=O)N2CCCCCC2)cc1	i	-3.2
